From PubChem BioAssay
HP1b chromo inh: inhibitors of HP1-beta chromodomain binding to methylated histone tails; Potency, µM (top dose mostly 114 µM), without a hit: at the top dose activity change, negative = inhibition, actives largely listed as inhibitors; 390,000 tested, 0.56% active; P83916; AlphaScreen HP1-beta / biotin-H3K9me3 peptide binding; further: nearly all actives have a fitted effect of over 70% in size; inactives centre near 23
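HP1-beta protein (50 nM final) preincubated 30 min at room temperature with biotinylated H3(1-18)K9me3 peptide (50 nM) in PBS pH 7.4, 0.01% Tween-20, then compound added for 30 min. AlphaScreen streptavidin donor/nickel chelate acceptor beads (10 ug/mL final), 30 min dark, luminescence read.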
ALOX12 inh: ALOX12 (human) lipoxygenase inhibition. P18054. AID 1671190. 580,000 tested, 1.1% active. purified 12hLO, xylenol orange hydroperoxide absorbance. Potency, µM (highest dose often 108 µM), for the others: at the top dose activity change, negative = inhibition, most hits filed as inhibitors; further: on the % scale 0 is the no-effect control and ±100 the full control effect
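Hydroperoxide product was detected by ferrous iron/xylenol orange as the 573 to 405 nm absorbance ratio. Arachidonic acid at 40 uM (final) was turned over for 30 min at room temperature by 150 nM human 12hLO, pH 7.0 Hepes buffer, after 15 min compound preincubation.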
PGK inhibitor: blocks T. brucei phosphoglycerate kinase; P07378; PGK/GAPDH coupled, Kinase-Glo luminescence, 60 min; Potency, µM (titrated, usually from 57.5 µM), without a hit: top-dose activity change, negative = inhibition, most hits filed as inhibitors; 380,000 tested, 0.043% active; AID 602233; further: on the % scale 0 is the no-effect control and ±100 the full control effect; nearly all actives have a fitted effect of over 60% in size
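Recombinant glycosomal PGK reaction used 1,3-bisphosphoglycerate generated in-well by GAPDH (100nM final) in 100mM TEA pH 7.6, 5mM MgCl2, 0.01% Tween-20. After 60 minutes at room temperature, ATP was read by Kinase-Glo Plus luminescence end-point.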
Pin1 inh: inhibitors of human Pin1 | 390,000 tested, 0.009% active | AID 504891 | Potency, µM (doses to about 115 µM), inactives show at the top dose activity, negative = inhibition, hits mostly inhibitors | Pin1 FP peptide displacement, HiFluor488, 10 min; active means well fitted inhibition curve with a large enough effect in the polarisation, with a control signal flat, not every such curve was filed as active; inconclusive means small, poorly fitted or top-dose-only effect, or effect the other way, or a change in a side signal; inactive means no such curve, though single readings can be large or run the other way; the % refers to the polarisation; further: on the % scale 0 is the no-effect control and ±100 the full control effect
rTrxR1 inhibitor: inhibitors of rat thioredoxin reductase 1; O89049; recombinant rTrxR1, NADPH fluorescence consumption, selenite substrate; Potency, µM (top dose mostly 114 µM), for inactives: at the top dose activity change, negative = inhibition, usual class: inhibitors; 390,000 tested, 1% active; AID 588453; further: on the % scale 0 is the no-effect control and ±100 the full control effect; nearly all actives have a fitted effect of over 65% in size
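Rat TrxR1 (90 nM in the dispensed reagent) was pre-reduced with 400 uM NADPH for 5 min at room temperature, then incubated with compound for 15 min. After 400 uM selenite was added, NADPH fluorescence (Ex 340/Em 450 nm) was followed for 8 min.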
ERG-DNA inh: ERG Ets/DNA interaction inhibition | 370,000 tested, 0.028% active | AID 624246 | Potency, µM (doses to about 76.9 µM), for inactives: at the highest dose FP activity, negative = inhibition, usual class: inhibitors | fluorescence polarization, His-ERG Ets domain / labelled DNA; active means well fitted inhibition curve with a large enough effect in the polarisation, with a control signal flat; inconclusive means small, poorly fitted or top-dose-only effect, or effect the other way, or a change in a side signal; inactive means no such curve, though single readings can be large or run the other way; the % refers to the polarisation;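 further: polarization taken with two DNA probes labelled with fluorescein and Texas red; % of control where 0% means no effect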
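His-tagged ERG Ets domain (1 uM in the protein solution; 300mM KCl, 50mM Tris-HCl, 1mM EDTA, 1mM DTT, pH 7.5) received compound, then a probe mix of 5 nM fluorescein-DNA and 100nM Texas-615-DNA. Fluorescence polarization was read for both dyes.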
JMJD2A Tudor inh: inhibitors of human JMJD2A Tudor domain; O75164; AlphaScreen JMJD2A-Tudor / H3K4me3 peptide binding; Potency, µM (doses to about 114 µM), for inactives: at the top dose activity change, negative = inhibition, usual class: inhibitors; 390,000 tested, 4.4% active; AID 504339; further: on the % scale 0 is the no-effect control and ±100 the full control effect; nearly all actives have a fitted effect of over 50% in size
Target sequence (O75164 whole entry, looked up, the tested form may be a part): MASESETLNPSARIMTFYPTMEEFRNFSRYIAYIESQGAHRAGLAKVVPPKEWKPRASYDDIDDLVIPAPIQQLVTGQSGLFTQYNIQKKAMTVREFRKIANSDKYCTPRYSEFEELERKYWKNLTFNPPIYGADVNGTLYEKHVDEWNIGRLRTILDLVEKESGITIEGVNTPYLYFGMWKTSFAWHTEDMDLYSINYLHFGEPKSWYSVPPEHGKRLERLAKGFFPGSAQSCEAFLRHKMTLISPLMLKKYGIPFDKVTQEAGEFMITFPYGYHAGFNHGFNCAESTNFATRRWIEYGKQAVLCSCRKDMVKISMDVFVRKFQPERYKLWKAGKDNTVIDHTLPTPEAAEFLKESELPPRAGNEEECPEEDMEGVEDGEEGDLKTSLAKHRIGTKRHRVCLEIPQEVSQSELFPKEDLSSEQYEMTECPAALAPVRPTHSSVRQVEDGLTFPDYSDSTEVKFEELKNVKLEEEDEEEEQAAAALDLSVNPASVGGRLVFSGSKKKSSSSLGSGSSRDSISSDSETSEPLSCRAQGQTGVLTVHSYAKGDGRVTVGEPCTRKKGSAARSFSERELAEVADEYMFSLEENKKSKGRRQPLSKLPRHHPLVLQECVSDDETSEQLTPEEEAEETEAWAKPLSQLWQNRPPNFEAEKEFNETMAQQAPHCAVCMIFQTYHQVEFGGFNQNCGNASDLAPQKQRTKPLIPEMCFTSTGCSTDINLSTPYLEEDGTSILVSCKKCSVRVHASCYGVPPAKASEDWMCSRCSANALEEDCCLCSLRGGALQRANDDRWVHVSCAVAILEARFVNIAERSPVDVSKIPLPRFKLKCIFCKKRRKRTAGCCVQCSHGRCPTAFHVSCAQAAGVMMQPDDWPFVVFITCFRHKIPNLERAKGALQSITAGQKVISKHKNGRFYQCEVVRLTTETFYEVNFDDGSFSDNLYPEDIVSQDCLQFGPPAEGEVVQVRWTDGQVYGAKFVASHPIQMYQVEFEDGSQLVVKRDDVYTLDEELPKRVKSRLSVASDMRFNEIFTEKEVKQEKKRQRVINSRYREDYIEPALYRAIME
GLS inhibitor: inhibitors of human glutaminase (GLS) | Potency, µM (series often up to 45.5 µM), without a hit: at the highest dose activity change, negative = inhibition, actives largely listed as inhibitors | O94925 | GLS enzymatic activity, qHTS titration | AID 624170 | 410,000 tested, 0.21% active; further: on the % scale 0 is the no-effect control and ±100 the full control effect
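Enzyme dispensed in phosphate buffer (45 mM, pH 8.2, 0.02% Tween-20), compounds pinned in, then 1 mM L-glutamine solution and the glutamate oxidase–HRP–Amplex Red mix added; fluorescence read immediately and again after 30 min at room temperature.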
RGS4 inh: blocks human RGS4-accelerated GTP hydrolysis | P49798 | Transcreener GDP fluorescence polarization, RGS4-accelerated GTP hydrolysis | Potency, µM (series often up to 114 µM), without a hit: at the highest dose activity change, negative = inhibition, hits mostly inhibitors | 390,000 tested, 0.039% active | AID 504845; further: on the % scale 0 is the no-effect control and ±100 the full control effect; nearly all actives have a fitted effect of over 75% in size; some results filed as inactive show a strong effect at the top dose
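MLSMR compounds (23 nl, pin-transferred) preincubated 10 min at room temperature with a 500nM (2x) first reagent, then RGS4 at 900nM (2x) plus Transcreener GDP mix added; fluorescence polarization (620/688 nm) read before and after 90 min at 30 °C.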
* marks the source's active call; other numbers are inactive results; i = inactive; u = inconclusive; x = not tested or not shown; & = joins results of further samples; [ ] = dose if it differs, or a comment. Unless noted, the call rests on the fitted dose curve; in most records, active means well fitted curve in the direction sought with a large enough effect; inconclusive means small, poorly fitted or top-dose-only effect, or another doubt; inactive means no such curve, though single readings can be large; an effect the other way counts as inactive or inconclusive. Potency means the concentration at half of the fitted maximal effect. Not all compounds are listed; the hit share may differ from the screen's.

SMILES | HP1b chromo inh | ALOX12 inh | PGK inhibitor | Pin1 inh | rTrxR1 inhibitor | ERG-DNA inh | JMJD2A Tudor inh | GLS inhibitor | RGS4 inh
CN(C)S(=O)(=O)c1cccc(NC(=O)COC(=O)c2cccc(S(=O)(=O)N3CCc4ccccc4C3)c2)c1 | 27.8% | -12.3% | 6.9% | 18.5% | 11.2% | 4.5% | -20.9% | 19.9% | -7.8%
C=CCn1c(SCCC#N)nnc1-c1ccncc1 | 26.4% | -8.9% | 2.4% | 4.2% | -6.0% | 0.7% | -9.0% | 4.1% | 41.2%
CC(NC(=O)c1ccco1)C(=O)OC(C)C(=O)NCc1ccccc1 (configuration not stated) | 8.9% | 12.6% | 6.7% | -3.9% | 20.2%[57.1 µM] | 3.5% | 1.0% | -1.5% | 4.8%
C=CCSc1nc(NC)c2sccc2n1 | 29.1% | 1.5% | 3.8% | 3.5% | -6.1%[57.1 µM] | -25.9% | 1.1% | 15.2% | 19.5%
C[C@H](C(=O)CC(=O)OC(C)(C)C)[C@H](O)c1ccc(C(F)(F)F)cc1 | 36.7% | x | i | 4.5% | -7.0% | 18.3% | -6.9% | -5.1% | -18.5%
CC(=O)N1CCCc2cc(S(=O)(=O)N3CCCC(C(=O)Nc4cccc(F)c4)C3)ccc21 (configuration not stated) | 32.8% | 1.0%&-19.7% | -5.5%&-8.3% | 3.0%&-1.0% | 15.6% | -8.7%&-2.9% | 3.4%&-14.8% | 5.6%&-2.4% | 8.1%&4.6%
COc1ccc2c(c1)C1NC(=S)NC(C)(O2)C1C(=O)Nc1ccccc1C (configuration not stated) | 8.4% | -0.5% | i | -6.0% | -5.8% | -2.7% | -28.0% | -12.4% | -24.8%
CCn1c(SCC(=O)N2c3ccccc3CCc3ccccc32)nnc1-c1ccc(OC)cc1 | 52.6%[activator] | -21.9% | -1.9% | 1.2% | -2.6% | -0.3% | -1.1%[57.1 µM] | -12.6% | -37.0%
Cc1ccc2c(c1)CCCN2CC(=O)N(C)c1c(N)n(Cc2ccccc2)c(=O)[nH]c1=O | 2.3% | 26.4% | -3.8% | u | -22.7% | 4.0%[15.4 µM] | -25.6% | 38.1%[activator] | 1.3%
COc1ccc(CCN2Cc3c(cccc3[N+](=O)[O-])C2=O)cc1OC | 16.6% | 0.0% | 0.6% | 3.1% | 11.8% | 1.8% | u | 0.2% | -13.1%[56.9 µM]
CN(C)/C=C1\C=C2C(=O)c3ccccc3N2C1=O | 13.6% | u | -9.6% | u | u | u | -19.3% | -10.6% | -14.1%
CC(C)CNC(=O)C1Nc2ccc(C(F)(F)F)cc2C2C=CCC12 (configuration not stated) | 14.2% | -10.0% | 1.5% | -11.4% | -14.7%[57.1 µM] | 0.8% | -22.1% | -7.8% | -2.2%
O=C(NCc1nnnn1-c1ccc(Cl)cc1)c1ccc(Br)o1 | 24.4% | -17.8% | 1.3% | 4.1% | 2.2% | -6.1% | 2.7% | 6.8% | 4.0%
Cc1nc2c(C#N)c[nH]n2c(=O)c1Cc1ccccc1 | 15.7% | -18.2% | -5.4% | 1.3% | -10.4% | x | -8.3% | -0.1% | 12.6%
CCCn1c(=O)[nH]c(=O)c2c1nc(-c1ccc(C#N)cc1)n2CCOC | -1.3% | -4.6% | i | -7.9% | 22.9% | -2.6% | -12.4% | 8.5% | -12.2%
Cc1ccccc1-c1nsc(SCC(=O)NCc2ccc3c(c2)OCO3)n1 | -6.6% | -0.3% | -1.2% | -1.6% | 7.9% | -0.6% | -16.6% | -12.1% | -38.2%
O=C(Nc1cc(S(=O)(=O)N2CCOCC2)ccc1Cl)c1cc([N+](=O)[O-])ccc1Cl | 12.5% | x | 9.6% | u | -20.7% | 0.5% | -3.4% | -1.4% | 3.5%
Cc1c(C(=O)NCC(c2ccco2)N(C)C)oc2c(Cl)cccc12 (configuration not stated) | u | -14.0% | -2.6% | 3.9% | -9.0% | -0.9% | u | 4.0% | -15.7%
O=C(COc1ccc(Br)cc1Br)NC1CCS(=O)(=O)C1 (configuration not stated) | 39.9%[activator] | -0.5% | i | -12.9% | 0.0% | 6.2% | -4.1% | -9.7% | -1.8%
CCOC(=O)c1ccccc1NC(=O)N(C(C)C)C1CCN(C(C)=O)CC1 | 42.6%[activator] | 7.0% | -4.8% | -13.0% | 7.6% | 3.6% | 0.0% | 4.0% | 11.1%
CCOC(=O)C1C(=O)CC(C)(O)C(C(=O)OCC)C1c1ccc(C)s1 (configuration not stated) | 84.2%[activator] | 15.3% | 3.1% | 7.4% | -1.3% | -5.8% | 2.1% | 16.6% | -4.9%
CN(C)S(=O)(=O)c1ccc(NC(=O)C2CC3C=CC2C3)cc1 (configuration not stated) | 32.5% | 6.5% | i | -6.4% | -7.1% | x | 4.1% | 0.1% | -29.3%
CN(CC(=O)Nc1cccc(F)c1)C(=O)c1cn(-c2ccccc2)nc1-c1ccc(Cl)cc1 | 24.1% | 195.5%[activator] | -8.9% | 15.1% | 26.0% | 1.3% | -31.4% | -2.1% | -18.6%
COc1ccccc1N1CCN(S(=O)(=O)CCNC(=O)c2ccccc2Br)CC1 | 39.8%[activator] | -9.0% | -0.4% | -2.7% | 34.0% | 0.0% | -4.5% | -7.8% | -7.9%
Cc1cc(C(=O)OC(C(=O)Nc2cccc(C(F)(F)F)c2)c2ccccc2)c(C)o1 (configuration not stated) | 35.4% | -18.3% | -8.4% | 14.4% | -9.1% | -9.0% | -9.3% | -0.3% | -4.9%
CC(C)C(=O)Nc1cccc(NC(=O)CCN2C(=O)c3ccccc3S2(=O)=O)c1 | 10.8% | u | -8.4% | -4.8% | 16.1% | x | -4.2% | 17.0% | 5.6%
CN1CCN(c2ccc(Cl)cc2NC(=O)c2ccc(S(=O)(=O)N3CCCCCC3)cc2)CC1 | 53.3%[activator] | 0.0% | 2.9% | 0.2% | 12.0% | -8.4% | -12.1% | -1.9% | 12.2%
CC1S/C(=N/N=C2CCC(C(C)(C)C)CC2)NC1=O (configuration not stated) | 25.6% | -2.7% | -7.2% | 0.8% | 5.0% | 1.5% | -22.0% | 21.6% | -4.0%
CCOc1cccc(C(=O)Nc2ccc(N3CCCC3)cc2)c1 | -9.8% | 0.0% | -5.4% | -3.6% | -0.7% | -4.2% | u | -2.0% | -20.3%
COC(=O)c1cccc(NC(=O)C23CC4CC(C2)CC(n2cncn2)(C4)C3)c1 | 37.7% | 0.0% | -4.4% | -0.6% | -1.0% | 4.2% | -5.1% | -8.2% | 1.1%
Cc1nn(C2CC(O)C(O)C(CO)O2)c(=O)[nH]c1=O (configuration not stated) | 31.5% | 14.4% | -8.2% | 3.9% | -16.8% | x | -13.9% | 1.3% | -34.1%
Cc1cccc(NC(=O)/C=C/c2ccc(Cl)cc2)n1 | 19.2% | -2.0% | -6.0% | 0.7% | -20.2% | 13.8% | -16.2% | 7.7% | -9.8%
CC(C)(C)c1ccc(-c2nnc(SCC(=O)NC3CC3)o2)cc1 | 29.3% | -3.8% | -3.0% | 2.1% | 22.6% | -9.5% | -2.0% | 10.4% | -5.3%
CCCN(C(=O)CSc1nc(C2CC2)n(-c2ccccc2)n1)C1CCS(=O)(=O)C1 (configuration not stated) | 25.1% | 0.3% | 6.6% | 2.1% | -4.2% | -5.6% | -15.4% | -0.9% | -2.0%
Cc1ccc(N(CC(=O)NC2CC3CCC2C3)S(C)(=O)=O)cc1C (configuration not stated) | 33.2% | u | -1.0% | -4.7% | -14.9% | 2.7% | -2.9% | 10.4% | 36.8%
COc1ccc(C(=O)N2CCCc3ccccc32)cc1Br | 28.2% | 0.0% | -9.8% | -0.8% | 14.7%[57.1 µM] | 2.0% | -8.2% | 2.4% | -6.8%
N#CCCn1cc(C(=O)CN2C(=O)NC3(CCCCCC3)C2=O)c2ccccc21 | 19.9% | -11.2% | -7.9% | -10.4% | 8.8% | x | -5.6% | 3.8% | -53.2%
Cc1cccc2sc(N(CCCN3CCOCC3)C(=O)CS(=O)(=O)c3ccc(F)cc3)nc12 | 15.0% | -19.0% | i | 15.7% | -2.0%[57.1 µM] | 3.0% | -25.6% | -9.1% | -18.4%
COc1cc(/C=N/N2CCN(Cc3ccccc3)CC2)cc(OC)c1OC(C)=O | -7.8% | u | i | 3.1% | 12.9% | -3.6% | u | 4.5% | -11.2%

Arranged by SMILES length (low to high): part of the list above.
SMILES | HP1b chromo inh | ALOX12 inh | PGK inhibitor | Pin1 inh | rTrxR1 inhibitor | ERG-DNA inh | JMJD2A Tudor inh | GLS inhibitor | RGS4 inh
CC(NC(=O)c1ccco1)C(=O)OC(C)C(=O)NCc1ccccc1 (configuration not stated) | 8.9% | 12.6% | 6.7% | -3.9% | 20.2%[57.1 µM] | 3.5% | 1.0% | -1.5% | 4.8%
CCCN(C(=O)CSc1nc(C2CC2)n(-c2ccccc2)n1)C1CCS(=O)(=O)C1 (configuration not stated) | 25.1% | 0.3% | 6.6% | 2.1% | -4.2% | -5.6% | -15.4% | -0.9% | -2.0%
Cc1cccc2sc(N(CCCN3CCOCC3)C(=O)CS(=O)(=O)c3ccc(F)cc3)nc12 | 15.0% | -19.0% | i | 15.7% | -2.0%[57.1 µM] | 3.0% | -25.6% | -9.1% | -18.4%
